Compound activity from PubChem BioAssay.
GC-B act: human GC-B receptor activators, primary screen, HEK293 GC-B cells, cGMP TR-FRET, EC30 CNP | 0% at EC30 CNP, 100% saturating CNP | activation, % at 10 µM | 370,000 tested, 0.11% active | AID 1920062, 2024;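 active means activation at 10 µM reaching about 35% in either raw or pattern-adjusted values, limit read from the data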
Target sequence (P20594 whole entry, looked up): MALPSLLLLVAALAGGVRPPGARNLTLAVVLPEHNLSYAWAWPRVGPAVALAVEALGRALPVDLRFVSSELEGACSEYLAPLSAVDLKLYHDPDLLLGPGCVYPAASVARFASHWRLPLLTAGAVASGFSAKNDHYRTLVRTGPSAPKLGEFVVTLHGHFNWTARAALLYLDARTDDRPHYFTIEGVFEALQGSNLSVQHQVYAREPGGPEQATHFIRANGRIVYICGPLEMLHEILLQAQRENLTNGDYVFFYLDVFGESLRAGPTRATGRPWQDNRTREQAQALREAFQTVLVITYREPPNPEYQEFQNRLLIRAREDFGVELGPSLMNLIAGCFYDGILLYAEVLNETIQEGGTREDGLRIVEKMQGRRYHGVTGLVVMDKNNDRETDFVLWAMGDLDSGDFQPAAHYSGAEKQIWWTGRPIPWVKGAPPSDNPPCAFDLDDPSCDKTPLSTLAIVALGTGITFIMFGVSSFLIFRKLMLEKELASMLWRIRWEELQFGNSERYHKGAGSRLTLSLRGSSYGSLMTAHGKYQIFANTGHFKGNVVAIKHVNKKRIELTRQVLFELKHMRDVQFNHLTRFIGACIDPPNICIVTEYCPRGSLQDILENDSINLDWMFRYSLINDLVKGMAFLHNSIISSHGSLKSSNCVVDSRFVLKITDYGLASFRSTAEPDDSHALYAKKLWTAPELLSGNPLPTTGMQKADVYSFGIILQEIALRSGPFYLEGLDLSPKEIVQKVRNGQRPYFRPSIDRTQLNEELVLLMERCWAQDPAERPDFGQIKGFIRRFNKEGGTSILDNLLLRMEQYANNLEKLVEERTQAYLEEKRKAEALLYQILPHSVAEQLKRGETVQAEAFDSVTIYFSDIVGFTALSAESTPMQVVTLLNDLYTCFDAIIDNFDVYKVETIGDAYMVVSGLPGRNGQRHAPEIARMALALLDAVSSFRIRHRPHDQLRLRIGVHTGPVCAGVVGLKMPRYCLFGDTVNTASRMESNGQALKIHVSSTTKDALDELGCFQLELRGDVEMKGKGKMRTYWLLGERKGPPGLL
hgDAF-12 ag: H. glycines DAF-12 receptor agonists, primary screen, cell-based, luminescence, HEK293, GAL4 fusion, UAS-luciferase; Nuclear hormone receptor DAF-12 (Heterodera glycines), GAL4 fusion; HEK293 GAL4-hgDAF12 UAS-luciferase reporter, agonist luminescence; normalized to butyrate control; activation, % at 6.8 µM; 370,000 tested, 1.8% active; AID 687014, 2013;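 active means activation above a cutoff set at the mean of all screened compounds plus 3 SD, cut at about 10% in these data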;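 further: 0% = DMSO wells and 100% = sodium butyrate wells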
hcDAF-12 act: H. contortus DAF-12 nuclear receptor activators, primary screen, cell-based, luminescence, HEK293, lit1-tk-luc reporter; HEK293 hcDAF-12 lit1-tk-luc reporter; 0% DMSO, 100% Δ7-dafachronic acid; 370,000 tested, 1.4% active; AID 652067, 2013; activation, % at 6.8 µM;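 active means activation above the mean of all tested compounds plus 3 SD, cut at about 5.5% in these data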;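 further: 100% = response to 3 µM Δ7-dafachronic acid high control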
sPLA2-III inh: human group III sPLA2 inhibitors, primary screen, biochemical, QFRET, BODIPY PC-A2 liposome substrate | AID 743126, 2013 | QFRET BODIPY PC-A2 liposome hydrolysis, fluorescence | inhibition, % at 12.2 µM | Group 3 secretory phospholipase A2 (Homo sapiens), Q9NZ20 | 370,000 tested, 0.56% active;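 active means inhibition above mean plus 3 SD of compounds lying within the high and low control bounds, cut at about 19% in these data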;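 further: 0% = median of test compound wells and 100% = no enzyme DMSO wells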
DAX1 inh-1: DAX1 (NR0B1) inhibitors, primary screen, cell-based, HEK293, Gal4-DAX1, luciferase luminescence | Nuclear receptor subfamily 0 group B member 1 (Homo sapiens), P51843 | HEK293 Gal4-DAX1 luciferase reporter | inhibition, % at 6.75 µM | 340,000 tested, 0.99% active | AID 504766, 2011;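 active means inhibition above the mean over all tested compounds plus 3 SD, cut at about 4.2% in these data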;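 further: 0% = DAX1-transfected cells with DMSO and 100% = empty-vector control cells with DMSO; inhibition shows as a rise in luminescence from relieved DAX1 repression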
FXN GAA850 act: FXN promoter activators, primary screen, cell-based, luciferase luminescence, HEK293 lucGAA850. 360,000 tested, 0.56% active. AID 540364, 2011. HEK293 lucGAA850 FXN promoter luciferase reporter, 24 h; percent of 10 µM SAHA response. activation, % at 6 µM;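 active means activation above the average of all compounds screened plus 3 SD, cutoff fixed separately per campaign, cut at about 7.5% in these data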;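 further: 0% = DMSO wells and 100% = 10 µM SAHA wells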
ADAM10 inh: human ADAM10 inhibitors, primary screen, biochemical, QFRET, HTS; AID 720582, 2013; 370,000 tested, 0.62% active; Disintegrin and metalloproteinase domain-containing protein 10 (Homo sapiens), O14672; inhibition, % at 7 µM; recombinant ADAM10, EDANS/DABCYL FRET peptide cleavage, 3 h;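 active means inhibition above a per-campaign cutoff equal to the mean of compounds falling between control-based bounds plus 3 SD, cut at about 20% in these data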;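 further: 0% = DMSO wells while the 100% control is not disclosed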
NPR1 activator: GC-A stimulated cGMP production enhancers – HEK293 GC-A cells, cGMP TR-FRET, EC30 ANP, primary screen. activation, % at 10 µM. Atrial natriuretic peptide receptor 1 (Homo sapiens), P16066. 0% at EC30 ANP, 100% saturating ANP. AID 1671463, 2021. 370,000 tested, 0.14% active; in the data active means activation above about 40%
SMARCA2 act: SMARCA2 (BRM) function activators, primary screen, cell-based, luminescence, high throughput | MG213 cells, MMTV-luciferase reporter, dexamethasone, overnight | activation, % at 9.1 µM | 370,000 tested, 1% active | AID 652017, 2013; in the data active means activation above about 7.8%;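 further: 0% = vehicle wells and 100% = reference activator wells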
DAX1 inh-2: DAX1 (NR0B1) inhibitors on StAR promoter, primary screen, cell-based, luminescence, SF-1 (NR5A1), full-length DAX-1; inhibition, % at 6.8 µM; AID 652010, 2013; HEK293T StAR-luciferase reporter, SF-1/DAX-1 repression relief; 370,000 tested, 1.1% active;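 active means inhibition above the mean over all tested compounds plus 3 SD, cut at about 3.6% in these data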;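 further: 0% = DAX-1 cells with DMSO and 100% = cells lacking DAX-1 with DMSO; higher inhibition means more luminescence from relief of DAX-1 repression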
ssDAF-12 act: S. stercoralis DAF-12 nuclear receptor activators, primary screen, cell-based, luminescence, HEK293, GRIP1 co-expression, lit1-tk-luc; HEK293 ssDAF-12/GRIP1 lit1-tk-luc reporter; % of 3 µM dafachronic acid response; activation, % at 6.8 µM; 370,000 tested, 1% active;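 active means activation above the mean over all tested compounds plus 3 SD, cut at about 0.9% in these data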;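 further: 0% = DMSO-only wells and 100% = 3 µM delta7-dafachronic acid wells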
* hit, by the source's call; i = inactive; nt = not tested or not shown.

entry	smiles	GC-B act	hgDAF-12 ag	hcDAF-12 act	sPLA2-III inh	DAX1 inh-1	FXN GAA850 act	ADAM10 inh	NPR1 activator	SMARCA2 act	DAX1 inh-2	ssDAF-12 act
1	O=[N+]([O-])c1ccc(C=Nc2ccc(Cl)cc2Cl)s1	0	-1.2	-0.4	-4	0.3	9.4*	2	13	5	0.2	-0.9
2	O=C(CSc1nnnn1C1CC1)N1CCN(c2ccc(O)cc2)CC1	0	-0.1	-0.1	8	-0.3	-1.2	-14	-3	-3	-1.4	-0.9
3	CCc1c(C)nc2c(-c3ccccc3)c(-c3ccccc3)[nH]n2c1=O	-3	-2.1	0.4	-5	2.3	-0.2	-13	-15	-1	0.6	-1.2
4	Cc1ccc(O)c(NC(=O)c2cc(-c3ccccc3)on2)c1	-6	2.5	3.2	3	4.9*	6.1	5	4	7.8*	1.4	-1.1
5	CCc1ccc(NC(=O)Cc2ccc(NC3=NC4CS(=O)(=O)CC4S3)cc2)cc1 (stereo unspecified)	-1	-1.9	-2.0	10	0.7	0.9	-6	1	-3	1.2	-1.7
6	C#CCOc1nc(OCC#C)nc(OCC#C)n1	4	1.2	-1.1	8	0.4	2.5	-1	-1	-1	-1.1	-0.9
7	O=C1[C@@H]2CSCN2C(=O)CN1Cc1ccccc1F	-3	4.6	-1.5	-3	0.4	1.3	8	1	1	-0.5	-0.8
8	Cc1ccc(OCC(=O)Nc2cc(S(=O)(=O)N3CCOCC3)ccc2N2CCCC2)cc1	0	0.9	0.2	-10	-0.6	-3.2	4	3	-2	-1.0	-1.7
9	O=C(O)CC(c1ccc(C(F)(F)F)cc1)N1Cc2ccccc2C1=O (stereo unspecified)	2	3.8	-1.8	0	1.6	0.1	0	4	-3	-0.2	-1.0
10	CN(C)C(CNC(=O)CCc1nc2sc3c(c2c(=O)[nH]1)CCCC3)c1ccccc1 (stereo unspecified)	-3	1.1	-1.6	3	-0.3	2.1	-27	-2	0	-0.8	-1.3
11	O=C(c1cccc(C(F)(F)F)c1)N1CCN(CCc2ccccc2)CC1	3	2.5	-0.9	2	-0.3	-0.6	3	1	-1	0.2	-0.5
12	COc1ccc(C)cc1-n1c(N)c(C#N)c(C#N)c1-c1ccc(OC)c(OC)c1OC	-19	-0.9	0.0	-6	-0.3	-4.3	-10	-11	-4	0.7	-1.3
13	CCOC(=O)C1C(c2ccccc2)C(C(=O)OCC)S(=O)(=O)C(CCN(CC)CC)S1(=O)=O (stereo unspecified)	-1	-2.5	0.3	-1	1.1	-2.7	-2	3	1	-0.4	-1.5
14	COc1cc(C(=O)N(C)C2CCCCC2)ccc1OC1CCN(C(C)=O)CC1	-4	1.0	-1.4	-3	-0.2	1.7	0	1	-3	-0.1	-0.6
15	O=C(Nc1ccc(S(=O)(=O)NC2=NCCCCC2)cc1)c1ccccc1Cl	0	3.5	-0.1	2	1.6	0.5	8	-2	-3	-0.6	-0.7
16	Cc1cccc(/C=C2\Sc3ccc(C(=O)N4CCC(C)CC4)cc3N(C)C2=O)c1	4	-3.7	-2.6	-10	-0.5	0.9	-3	0	-2	-4.6	-1.1
17	O=C(Nc1cccnc1)c1ccc(F)c(S(=O)(=O)N2CCOCC2)c1	1	-0.3	-1.1	4	-1.1	0.3	2	-2	-3	0.4	-0.8
18	COC(=O)c1scc(C)c1NC(=O)Nc1ccccc1	-4	-1.6	-0.2	1	0.7	-1.6	-2	4	1	-0.5	-1.1
19	COC(=O)c1ccc(S(=O)(=O)N2C3CCC2CC(NC(=O)C2CC2)C3)cc1 (stereo unspecified)	2	0.2	0.9	2	-0.4	-0.5	-2	-3	-2	-0.1	-1.5
20	Cc1cccc(NC(=S)NNC(=O)CC(C)O)c1C (stereo unspecified)	5	0.6	-1.4	2	1.6	1.1	0	-2	-1	0.2	-1.0
21	COc1ccccc1NC(=O)C(=O)NNC(=O)COc1ccc2ccccc2c1	1	-1.0	3.3	1	0.5	0.6	6	-1	-1	0.8	-0.1
22	CCCCOCCCNC(=O)C[C@H]1C[C@@]2(C(=O)OC)C(=C[C@H](C(C)C)O[C@@H]2C2CC2)N(CCC2=CCCCC2)C1=O	-4	2.0	-2.6	-5	nt	nt	1	-4	-2	0.4	-0.8
23	COc1cc(C(=O)NN=Cc2ccc(N(C)C)cc2)cc(OC)c1OC	-11	-4.8	-1.1	4	-0.2	-3.2	-30	-6	-2	1.1	0.4
24	CCc1cccc(C)c1N(C(=O)Cn1c(CO)nc2ccccc21)C(C)COC (stereo unspecified)	-3	1.1	-1.0	-12	0.3	-1.7	-2	-3	-1	-0.2	-1.0
25	CC(C)(C)C(=O)OCc1ccc(C2=CC(=O)CC(C)(C)C2=O)cc1	-2	1.1	-0.8	-2	-0.2	2.0	-11	1	2	1.3	-1.2
26	O=C(O)C1CC=CCC1C(=O)N1CCN(c2nc(-c3ccccc3)c3ccccc3n2)CC1 (stereo unspecified)	-1	-1.4	-1.1	18	0.4	1.4	i	-6	1	0.0	-1.2
27	Cc1ccc(F)c(S(=O)(=O)NC(=O)C2(C)CCN2C(=O)c2ccco2)c1 (stereo unspecified)	-3	2.9	0.0	4	nt	0.8	-4	1	-3	-0.2	-1.0
28	O=[N+]([O-])c1ccc(N2CCN(Cc3ccc4c(c3)OCO4)CC2)nc1	2	-3.4	-3.0	9	1.0	-0.4	8	0	-2	-0.5	-1.3
29	CC(OC(=O)C1CCN(S(=O)(=O)c2ccc(F)cc2)CC1)C(=O)NC1CCCCC1C (stereo unspecified)	4	0.6	-0.8	1	-0.4	-1.5	-1	3	-1	-1.2	-0.7
30	O=C(NCCc1ccc(O)cc1)c1[nH]c(C(F)(F)F)nc1-c1ccccc1	1	0.4	-1.7	-6	nt	nt	3	-4	-5	1.7	-1.0
31	NC(=O)c1ccc(Oc2ccc(-c3nnco3)cc2)c([N+](=O)[O-])c1	-4	0.8	-2.8	-3	1.2	1.0	6	1	-3	-0.2	-1.3
32	COCCC(=O)N1CCC(Oc2ccc(C(=O)NCc3nccn3C)cc2)CC1	0	1.2	-0.9	-4	0.1	0.3	-8	3	2	0.8	-0.7
33	Cc1ccc(CSCC(=O)N(C)CC(=O)Nc2c(Cl)cccc2Cl)cc1	2	-0.6	-0.7	0	0.0	-2.2	5	0	-2	-2.4	-1.4
34	Cc1nc2ccccc2c(=O)n1CCc1ccccc1	-13	5.0	0.3	2	-0.7	2.0	11	-7	1	-0.6	-0.6
35	O=S1(=O)c2ccc(Br)cc2OC[C@H](Cc2ccccc2)N1Cc1cn(CCC2OCCCO2)nn1	3	2.0	0.2	7	nt	nt	6	0	-4	0.3	-1.2
36	O=C(CCNC(=O)c1ccccc1)Oc1ccc([N+](=O)[O-])cc1	-3	1.1	1.2	0	1.4	0.8	-1	2	0	0.3	-1.0
37	O=C(C1CCC1)N1CCc2cc(S(=O)(=O)NCC3COc4ccccc4O3)ccc21 (stereo unspecified)	2	0.5	-0.7	-12	0.3	0.1	2	1	-2	-0.7	-1.2
38	COc1cc([N+](=O)[O-])ccc1-c1ccc(/C=N/NC(N)=O)o1	-13	-2.8	-2.4	7	1.1	2.1	-2	-6	1	-0.6	-0.4
39	Cc1ccc(C(=O)CC2(O)C(=O)N(C)c3ccccc32)o1 (stereo unspecified)	-2	-1.8	-0.8	6	0.7	0.0	5	4	-2	-0.4	-0.7
40	NS(=O)(=O)c1ccc(NC=C2C(=O)OC3(CCCCC3)OC2=O)cc1	0	-1.0	-0.4	0	-0.3	-1.3	-2	1	-4	0.4	0.0
41	COc1cccc(-c2cc(C(=O)Nc3ccc(N(C)C(C)=O)cc3)c3cc(Br)ccc3n2)c1	8	-4.2	-3.7	12	-3.7	-0.6	20*	23	-2	-1.4	-1.9
42	Clc1ccc(CNC2CCCC2)cc1	-4	1.5	-1.0	2	-0.1	-2.4	-6	-3	-2	0.6	-0.6
43	O=S1(=O)N=C2CCCCCN2C(c2ccccc2)N1 (stereo unspecified)	5	-2.6	-1.6	4	0.8	-2.0	-3	2	-1	0.1	-0.9
44	COC(=O)c1c(NC(=O)CCS(=O)(=O)c2ccccc2)sc2c1CCN(C)C2	1	3.5	-0.6	6	0.0	-1.3	8	1	1	-0.8	-0.5

Record cards, as listed above. Values in the order: GC-B act, hgDAF-12 ag, hcDAF-12 act, sPLA2-III inh, DAX1 inh-1, FXN GAA850 act, ADAM10 inh, NPR1 activator, SMARCA2 act, DAX1 inh-2, ssDAF-12 act
O=S1(=O)c2ccc(Br)cc2OC[C@H](Cc2ccccc2)N1Cc1cn(CCC2OCCCO2)nn1 as listed: 3, 2.0, 0.2, 7, nt, nt, 6, 0, -4, 0.3, -1.2
COC(=O)c1c(NC(=O)CCS(=O)(=O)c2ccccc2)sc2c1CCN(C)C2 as listed: 1, 3.5, -0.6, 6, 0.0, -1.3, 8, 1, 1, -0.8, -0.5
